High-throughput results deposited in PubChem by several laboratories.
MT stabilize HCS: microtubule stabilization, imaging screen. HeLa tubulin immunostaining HCS, 24 h; share of cells brighter than vehicle mean+2SD. % tubulin-high responders, % at 10 µM. 200,000 tested, 0.83% active. AID 2205;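 active means plate Z-score above 3 for both tubulin-high and condensed-nucleus cell shares, with cell loss under 80%, at 10 µM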;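 further: anti alpha tubulin signal scored within the nucleus-defined area of each cell; some results filed as inactive read as strong as hits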
WT yeast gro inh: growth inhibition of WT yeast, mitochondrial fusion screen; mitochondrial fusion phenotypic screen, WT strain; inhibition, % at 10 µM; 190,000 tested, 2.1% active; in the data active means inhibition above about 58%; tested in S. cerevisiae
Lipid droplet: modulators of hepatic lipid droplet formation; AML12 mouse hepatocytes, oleate lipid droplets, BODIPY imaging; inhibition, % at 6.5 µM; 240,000 tested, 0.4% active;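 active means lipid droplet intensity inhibited by at least 50%, with more than 500 cells counted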
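Assay system: AML12 mouse liver cells | Compound: 6.5 µM single-point dosing | Schedule: Overnight exposure | Technique: Fluorescence imaging, 20x objective, two fields per well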
Autophagy mod: alters autophagy in cells; MEF GFP-LC3 puncta imaging; test concentration mostly 10 µM; calls only at 10 µM (by protocol); 190,000 tested, 0.98% active; AID 463193;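 active means percentage of spot-positive cells more than 3 SD above its plate mean, without a fluorescence outlier flag or 80% toxicity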;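 further: spot-positive cell cutoff set from DMSO-treated cells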
XIAP antagonists: XIAP antagonists, biochemical, IAP family, fluorescence polarization (AID 1018). 200,000 tested, 0.007% active. displacement, % at 20 µM; hits with a dose series show IC50 in µM. XIAP BIR domain, fluorescence polarization peptide displacement; higher % means a stronger effect; in the data active means displacement above about 50%; further: a part of the inactive calls stands beside numbers as strong as those of hits
Ins promoter up: MIN6 insulin promoter up-regulation; MIN6 insulin promoter-GFP reporter, high-content imaging; active compounds read high; z-score at 5 µM; 190,000 tested, 0.3% active; AID 1625;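 active means z-score above 3 at 5 µM with at least 500 cells counted in the well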
ER stress rescue: rescue of cells from ER stress-induced death, primary screen, 384-well, CSM14.1, thapsigargin, ATP luminescence (AID 1222). CSM14.1 thapsigargin-induced death rescue, ATP luminescence; higher % means a stronger effect. one-dose cellular ATP content (survival), % at 20 µM; EC50 in µM for titrated hits. 190,000 tested, under 10 active;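 active means EC50 below 50 µM in the dose-response confirmation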;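 further: death triggered by thapsigargin at about 15 µM added after 2 h compound pretreatment; cell ATP read after overnight thapsigargin exposure of roughly 18 to 22 hours; normalized against plate controls of thapsigargin alone and 5% DMSO vehicle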
b-catenin transl: alters nuclear translocation of beta-catenin in HeLa cells; immunofluorescence imaging; nuclear translocation activity, % at 5 µM; 190,000 tested, 0.3% active; AID 1665;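 active means nuclear translocation activity above 50% at 5 µM, with a well cell count of 50 or more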;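 further: per-cell ratio of nuclear to cytoplasmic median beta-catenin stain intensity; plate controls were DMSO negative control for no effect and GSK-3 inhibitor IX positive control for full effect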
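System: Human HeLa cells, endogenous beta-catenin | Compound dosing: 5 µM primary, 0.02–20 µM confirmation | Timing: 24 h compound exposure at 37°C, 5% CO2 | Measured by: Fluorescence imaging of beta-catenin antibody stain plus DAPI | Read-out basis: % activation of per-cell nuclear versus cytoplasmic median beta-catenin signal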
Dynein transport: dynein cargo transport inhibition; z-score, hits read low; 220,000 tested, 0.47% active; 3617.4 mouse cells, GR-EGFP nuclear translocation imaging; test concentration mostly 20 µM; stimulated with dexamethasone, 1 µM; active compounds read low;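 active means plate z-score of nuclear minus cytoplasmic receptor signal below a set negative limit, without overly bright fluorescence or cell loss, cut at about -3.5 in these data, passing the limit was not always enough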;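 further: z-score of nuclear minus cytoplasmic ring GR-EGFP intensity difference per well; some compounds called inactive have numbers as strong as hits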
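medium = tetracycline-free induction medium containing charcoal-stripped FBS | also added = 1.0 µM final dexamethasone stimulus | schedule = 48 h induction, 1 h compound, 30 min dex at 37 °C | technique = fixed, Hoechst-stained cells imaged at 10x for EGFP | measure = GR-EGFP nuclear translocation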
WT yeast gro inh mutant strain: also measured in WT yeast gro inh; calls as there; inhibition, %; mitochondrial fusion phenotypic screen, mutant strain inhibition
Dynein transport cytoplasmic EGFP: second read-out of Dynein transport, no call of its own (marks repeat the call); z-score; measured here: cytoplasmic GR-EGFP intensity; active compounds read high
Dynein transport nuclear GR-EGFP: recorded beside Dynein transport, whose call it bears; z-score; measured here: nuclear GR-EGFP intensity;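 lower value marks the stronger effect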
Dynein transport cell count: also measured in Dynein transport; calls as there; z-score; measured here: cell count per field
Ins promoter up cell count: further read-out of Ins promoter up, marked with its call; cell count; measured here: cytotoxicity, nuclei count;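 total cells summed across four imaged fields per well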
Lipid droplet cells 6.5 µM: further read-out of Lipid droplet, marked with its call; cell count; measured here: cell count, cytotoxicity flag;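 cells counted across two imaged fields per well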
b-catenin transl cell count 5 µM: second read-out of b-catenin transl, no call of its own (marks repeat the call); cell count; measured here: cell count, cytotoxicity flag
MT stabilize HCS Hoechst-high %: recorded beside MT stabilize HCS, whose call it bears; % Hoechst-high responders; measured here: nuclear condensation Hoechst responders;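 share of cells brighter than vehicle mean plus two SD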
MT stabilize HCS cytotoxicity %: second read-out of MT stabilize HCS, no call of its own (marks repeat the call); toxicity, %; measured here: cytotoxicity by cell density;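 0% = mean cell density of plate MIN control wells and 100% = no cells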
Autophagy mod cell loss 18 h: further read-out of Autophagy mod, marked with its call; toxicity, %; measured here: cell loss, nuclei count;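 cell loss after 18 h compound exposure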
The depositor's hits bear a star; i = inactive; . = not tested or not shown.

SMILES	MT stabilize HCS	MT stabilize HCS Hoechst-high %	MT stabilize HCS cytotoxicity %	WT yeast gro inh	WT yeast gro inh mutant strain	Lipid droplet	Lipid droplet cells 6.5 µM	Autophagy mod	Autophagy mod cell loss 18 h	XIAP antagonists	Ins promoter up	Ins promoter up cell count	ER stress rescue	b-catenin transl	b-catenin transl cell count 5 µM	Dynein transport	Dynein transport cytoplasmic EGFP	Dynein transport nuclear GR-EGFP	Dynein transport cell count
CC(C)CNC(=O)CCCc1ccccc1	1.3	1.3	9.1	1	-4	4	753	i	3	-6.6%	.	.	2.1%	-11	948	0.79	0.3	0.31	0.32
Cn1c(SCC(=O)N/N=C/C=C\c2ccccc2[N+](=O)[O-])nc2ccccc21	2.9	3.7	1.9	-2	11	2	550	i	7	1.2%	-0.73	1494	2.5%	-2.3	1133	-0.89	-0.11	-0.75	1
COc1ccccc1CNC(=O)C(CCSC)NC(=O)C1CCC(C)CC1 (stereo not drawn)	2.0	0.8	7.2	1	13	1	788	i	-15	-3.2%	-0.93	770	0.4%	.	.	-0.96	-0.079	-0.28	0.52
O=C(NCCc1nc2ccccc2[nH]1)Nc1ccccc1	4.0	2.3	6.0	-2	-2	.	.	i	3	-2.6%	0.88	950	-0.7%	0.7	1110	-0.84	-0.3	-0.2	0.26
CCN(CC)CCN(Cc1cc2cc3c(cc2[nH]c1=O)OCO3)C(=S)NCc1ccco1	1.1	1.7	4.4	-14	-7	-48	702	i	12	-3.0%	0.64	1482	-0.5%	-0.2	1013	-0.6	-0.2	-0.38	0.38
O=C(CSc1nc2ccccc2c(=O)n1CC1CCCO1)NCC1CCCO1 (stereo not drawn)	4.8	3.4	8.9	-11	-6	.	.	i	-5	1.1%	-0.42	1421	-1.7%	-1.2	1482	0.71	-0.088	0.43	-1.5
CCC(C)NC(=O)CSc1ccc(Cl)cc1 (stereo not drawn)	3.1	2.3	7.6	0	-2	0	715	i	1	-1.4%	0.02	1123	-2.4%	-1.9	1231	-0.72	-0.27	-0.32	0.75
NCC(O)COCCC12CC3CC(CC(C3)C1)C2 (stereo not drawn)	1.8	1.4	3.2	40	30	-2	745	i	-12	-11%	2.1	755	2.7%	-1.0	1062	1.7	-0.19	1	-0.35
CN1CCN(C(=S)NCCc2ccccc2)CC1	1.2	1.7	5.8	7	20	-8	658	i	-2	-1.9%	0.19	1733	-1.6%	-0.7	1032	-0.55	-0.21	-0.78	0.58
CCOc1ccc(N2Cc3ccccc3C2)cc1	5.1	2.1	4.4	.	.	.	.	i	6	-9.5%	-0.34	982	-1.6%	-2.6	923	-0.87	-0.21	-0.21	0.68
CCOC(=O)c1cnc2c(cnn2C)c1NCCCN(C)C	1.6	2.0	7.7	9	2	.	.	i	5	-4.9%	-2.7	1283	4.5%	-0.1	1294	-1.2	-0.14	-0.54	0.51
COc1ccc(CCNC(=O)C(=O)NCC2OCCN2S(=O)(=O)c2ccc(Br)cc2)cc1 (stereo not drawn)	2.2	1.4	6.4	13	6	16	654	i	9	-4.3%	-0.08	1288	0.0%	-4.0	530	0.5	-0.18	-0.081	-0.29
CC(C)Cn1c(N)c(C(=O)CSc2ccc3c(c2)OCCO3)c(=O)n(C)c1=O	1.9	2.0	5.0	-2	6	.	.	i	26	-2.9%	-0.46	1504	-0.6%	0.5	1378	-0.83	-0.19	-0.45	0.37
O=C(CSc1ccc(-c2ccc(Cl)cc2)nn1)Nc1ccc2c(c1)OCCO2	2.4	2.6	11	-15	14	-5	629	i	4	-6.2%	0.29	1484	-0.8%	-0.1	1060	-0.31	-0.23	-0.097	0.0079
CCOc1ccc(CN2CCN(CCCn3cccn3)CC2CCO)cc1 (stereo not drawn)	2.0	1.8	10.0	1	-3	-10	658	i	-3	-15%	.	.	-1.4%	-2.3	1041	0.85	-0.029	0.83	-1.2
CC(C)OC(=O)c1c(NS(=O)(=O)c2ccccc2)sc2c1CCCC2	5.0	1.7	6.9	47	-26	-4	726	i	10	-1.8%	.	.	0.9%	-1.9	1049	0.061	-0.2	-0.023	-0.68
CN(C)S(=O)(=O)c1cccc(-c2csc(N/N=C/c3ccco3)n2)c1	.	.	.	.	.	3	703	.	.	.	-0.31	1069	.	1.5	1250	-0.4	-0.26	-0.24	0.71
CCC(C)NC(=O)CSc1nnc(-c2ccc(Cl)cc2)n1N (stereo not drawn)	5.4	2.8	9.8	-24	14	6	679	i	-5	-10%	-0.17	1241	-0.5%	1.7	1057	0.6	-0.35	0.59	0.1
Cn1c(-c2ccc(F)cc2)cnc1SCC(=O)Nc1ccccc1	2.2	2.0	1.0	6	-18	21	700	i	22	-9.6%	.	.	-0.7%	0.1	1511	1.1	-0.19	0.53	-0.74
O=C(CSc1nc2ccccc2c(=O)n1NC(=O)c1ccccc1)c1ccccc1	3.9	2.2	8.8	-14	12	.	.	i	3	-2.0%	-0.38	1279	-1.7%	-0.7	840	3.5	0.071	2	-2.8
Clc1cc(Br)ccc1OCCn1ccnc1	0.9	1.8	42	2	8	22	580	i	4	-1.6%	-0.11	1657	-2.2%	1.1	928	-0.8	-0.27	-0.16	-0.17
Cc1ccc(/C=C/C(=O)N2CCc3ccccc32)o1	10*	45*	27*	-4	-6	-8	666	i	0	-7.8%	-0.26	1374	0.2%	.	.	-0.13	-0.23	-0.15	0.33
N#Cc1c(N)nc2c(c1-c1ccc(Br)s1)CCCC2	4.1	3.1	9.6	3	9	2	693	i	18	-11%	0.14	1437	-0.7%	0.2	1058	-0.49	-0.2	-0.35	-0.031
COCCNC(=O)C(c1cccc(OC)c1)N(Cc1cccs1)C(=O)Cn1nnc2ccccc21 (stereo not drawn)	4.0	2.3	8.3	-1	5	-16	676	i	-9	-7.8%	.	.	-2.1%	0.4	596	0.8	-0.24	-0.39	-0.054
Cc1ccc(CC2S/C(=C(/C#N)C(=O)N3CCOCC3)N(c3ccccc3)C2=O)cc1 (stereo not drawn)	2.9	1.4	3.9	-8	-18	10	723	i	18	-5.9%	-0.23	1201	-1.3%	-1.1	576	-0.82	-0.29	0.14	0.95
O=C(CN(c1ccccc1)S(=O)(=O)c1ccccc1)N/N=C/c1ccco1	2.9	1.8	7.6	-20	-7	0	592	i	-10	-11%	-1.1	1421	1.6%	-3.3	1167	1.1	0.089	1	-1.2
Cc1cn(CCC(=O)Nc2ccccc2N2CCOCC2)c2ccccc12	.	.	.	.	.	-37	726	.	.	.	0.27	1514	.	1.8	1368	-0.75	0.22	-0.31	0.5
COc1cc2c(cc1NC(=O)COc1ccc3ccccc3c1)oc1ccccc12	11	5.6	0.6	13	10	-2	742	i	-28	-8.6%	0.89	936	-1.5%	0.6	1159	-0.35	-0.16	-0.38	0.92
CCc1c(C)nc(SCC(=O)N2CCN(c3ccccc3)CC2)[nH]c1=O	1.8	2.5	6.0	-6	-3	4	725	i	0	-1.3%	-0.33	1132	1.3%	-1.2	1079	0.09	-0.05	0.087	0.34
COc1ccc(N2CCN(C(=O)c3ccc(CNc4c(N5CCOCC5)c(=O)c4=O)cc3)CC2)cc1	2.2	3.0	4.7	-12	-5	2	759	i	4	.	.	.	.	.	.	-0.59	-0.25	-0.21	0.35
O=C(Nc1ccc(F)cc1)C1CC(=O)n2ncnc2N1 (stereo not drawn)	4.6	3.1	7.0	7	-20	4	713	i	12	-7.7%	-0.63	1348	0.8%	1.5	1067	1.3	-0.086	0.86	-0.42
CCCCc1c(C)nc2cc(-c3ccco3)[nH]n2c1=O	.	.	.	.	.	5	656	.	.	.	0.26	1142	.	-0.2	1291	-0.31	0.35	-0.17	-0.54
Cc1cccc(NC(=O)CCC(=O)N/N=C/c2ccncc2)c1	4.6	1.8	6.4	0	-23	-8	622	i	11	-56%	-0.09	1215	11%	0.5	904	-0.048	-0.23	-0.061	-0.28
Cc1ccc(/C=C/C(=O)N2CCN(c3cccc(C(F)(F)F)c3)CC2)cc1	4.6	2.8	7.4	-3	0	0	504	i	15	-5.4%	0.66	1590	2.7%	-4.5	1401	-0.34	-0.25	-0.31	1.3
COC(=O)[C@@H](NC(=O)NCc1cccc(OC)c1)C(C)C	2.1	2.3	7.4	7	20	.	.	i	10	-4.2%	0.31	1252	-0.7%	-1.8	846	-0.37	-0.19	0.043	0.18

Another view of 2 compounds above:
O=C(Nc1ccc(F)cc1)C1CC(=O)n2ncnc2N1 (stereo not drawn)
  MT stabilize HCS = 4.6
  MT stabilize HCS Hoechst-high % = 3.1
  MT stabilize HCS cytotoxicity % = 7.0
  WT yeast gro inh = 7
  WT yeast gro inh mutant strain = -20
  Lipid droplet = 4
  Lipid droplet cells 6.5 µM = 713
  Autophagy mod = i
  Autophagy mod cell loss 18 h = 12
  XIAP antagonists = -7.7%
  Ins promoter up = -0.63
  Ins promoter up cell count = 1348
  ER stress rescue = 0.8%
  b-catenin transl = 1.5
  b-catenin transl cell count 5 µM = 1067
  Dynein transport = 1.3
  Dynein transport cytoplasmic EGFP = -0.086
  Dynein transport nuclear GR-EGFP = 0.86
  Dynein transport cell count = -0.42

CCCCc1c(C)nc2cc(-c3ccco3)[nH]n2c1=O
  MT stabilize HCS = .
  MT stabilize HCS Hoechst-high % = .
  MT stabilize HCS cytotoxicity % = .
  WT yeast gro inh = .
  WT yeast gro inh mutant strain = .
  Lipid droplet = 5
  Lipid droplet cells 6.5 µM = 656
  Autophagy mod = .
  Autophagy mod cell loss 18 h = .
  XIAP antagonists = .
  Ins promoter up = 0.26
  Ins promoter up cell count = 1142
  ER stress rescue = .
  b-catenin transl = -0.2
  b-catenin transl cell count 5 µM = 1291
  Dynein transport = -0.31
  Dynein transport cytoplasmic EGFP = 0.35
  Dynein transport nuclear GR-EGFP = -0.17
  Dynein transport cell count = -0.54
